RXFP1 ag: qHTS Assay for Agonists of the Relaxin Receptor RXFP1; HEK293T-RXFP1 cAMP TR-FRET, 30 min; response scale: percent of porcine relaxin response, buffer zero; Potency, µM (doses to about 57.5 µM), for the others: top-dose activation, hits mostly activators; hit rate 0.3% among 370,000; active = well fitted activation curve with a large enough effect; inconclusive = small, poorly fitted or top-dose-only effect; also: potency is read from the fitted curve at half-maximal effect; % is scaled to controls: 0 for no effect and ±100 for the full control effect; nearly all actives have a fitted effect of over 60% in size; many of its hits are not listed in these tables
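cAMP rise read by TR-FRET after 30 min, 37C compound exposure (up to 58 uM) in RXFP1-transfected HEK293 cells with Ro 20174 present. EC50 from Hill-equation fits, with 29 nM porcine relaxin as 100% and buffer as basal.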
TRHR PAM: qHTS for Small Molecule Agonists and Allosteric Enhancers of Human TRH Receptor: Primary Screen for Enhancers; Thyrotropin-releasing hormone receptor (Homo sapiens), P34981; TRHR cells, fluo-8 calcium fluorescence, EC20 TRH enhancement; enhancement, % at 2 µM; hit rate 0.66% among 360,000; AID 493056, 2011; in the data active = enhancement above about 30%; also: 0% is about no effect
Target sequence (P34981 whole entry, looked up): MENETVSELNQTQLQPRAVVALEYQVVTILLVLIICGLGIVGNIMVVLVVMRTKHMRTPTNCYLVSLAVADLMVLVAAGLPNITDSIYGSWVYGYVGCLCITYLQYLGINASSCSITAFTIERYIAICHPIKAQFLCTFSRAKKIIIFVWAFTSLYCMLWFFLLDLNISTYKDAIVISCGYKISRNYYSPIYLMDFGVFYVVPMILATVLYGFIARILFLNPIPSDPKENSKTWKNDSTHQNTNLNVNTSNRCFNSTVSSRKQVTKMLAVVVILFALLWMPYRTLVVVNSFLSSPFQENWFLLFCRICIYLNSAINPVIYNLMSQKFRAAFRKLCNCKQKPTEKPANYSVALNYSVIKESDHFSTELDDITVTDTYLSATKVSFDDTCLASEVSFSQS
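Enhancer read-out: after compound pinning and an initial kinetic agonist-mode read, an EC20 of TRH (10 nM final) was injected and fluo-8 calcium signal (Ex 480/Em 530) followed at 1 s/cycle for 100 cycles in TRHR-expressing cells.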
D1 PAM: Potentiators of Human D1 Dopamine Receptor: qHTS; HEK293 TREx D1 cells, calcium flux, dopamine EC20 potentiation; D(1A) dopamine receptor (Homo sapiens), P21728; potentiation, % at 10 µM; AID 504651, 2011; hit rate 0.036% among 360,000; in the data active = potentiation above about 30%; also: 0% is about no effect
D1 agonist: Allosteric Agonists of the Human D1 Dopamine Receptor: qHTS | D(1A) dopamine receptor (Homo sapiens), P21728 | HEK293 T-REx D1 cells, calcium flux, agonist mode | activation, % at 2 µM | hit rate 1% among 360,000; in the data active = activation above about 30%; also: 0% is about no effect
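Tetracycline-induced HEK293 TREx D1 cells, force-coupled to calcium signalling, were dye-loaded with a no-wash calcium kit. Compound was pin-added after a 10 s baseline. Fluorescence was read kinetically at 1 cycle/s for 180 s, with calcium rises flagged as agonism.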
D2 antagonist: HTS Assay for Allosteric Antagonists of the Human D2 Dopamine Receptor: Primary Screen for Antagonists | D(2) dopamine receptor (Homo sapiens), P14416 | HEK293 TREx D2 cells, calcium flux, dopamine EC80 | inhibition, % at 10 µM | hit rate 2% among 340,000; in the data active = inhibition above about 30%; also: 0% is about no effect
Target sequence (P14416 whole entry, looked up): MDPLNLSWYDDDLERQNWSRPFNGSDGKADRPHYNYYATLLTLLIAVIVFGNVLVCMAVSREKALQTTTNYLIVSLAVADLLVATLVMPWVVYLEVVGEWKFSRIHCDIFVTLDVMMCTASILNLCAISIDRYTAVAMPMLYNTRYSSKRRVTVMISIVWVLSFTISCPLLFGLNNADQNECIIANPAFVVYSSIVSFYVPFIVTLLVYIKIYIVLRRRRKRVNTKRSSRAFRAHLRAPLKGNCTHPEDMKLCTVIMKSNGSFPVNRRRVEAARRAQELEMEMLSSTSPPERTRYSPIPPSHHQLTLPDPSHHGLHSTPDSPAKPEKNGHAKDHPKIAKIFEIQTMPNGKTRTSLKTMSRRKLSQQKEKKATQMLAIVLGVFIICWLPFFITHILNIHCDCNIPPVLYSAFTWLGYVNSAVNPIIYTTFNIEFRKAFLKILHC
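Inhibition of EC80 dopamine-driven calcium flux, recorded kinetically, defines activity here; cells are a tetracycline-induced HEK293 T-REx line expressing force-coupled D2.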
D2 ag: HTS Assay for Allosteric Agonists of the Human D2 Dopamine Receptor: Primary Screen for Agonists | HEK293 T-REx D2 cells, calcium flux agonist mode | activation, % at 2 µM | hit rate 0.53% among 340,000 | AID 485358, 2010;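 active = activation over 3 SD above normal in the single-dose calcium agonist read, cut at about 30% in these data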; also: 0% is about no effect
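Tetracycline-induced HEK293 T-REx cells with force-coupled D2 receptor, plated overnight at 30 C, loaded with no-wash calcium dye. After a 10 s baseline, compound was pin-added and calcium flux read kinetically for 180 s; calcium rises flagged agonists.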
RXFP1 antagonist: qHTS Assay for Antagonists of the Relaxin Receptor RXFP1. Relaxin receptor 1 (Homo sapiens), Q9HBX9. HEK293-RXFP1, relaxin-stimulated cAMP HTRF, 30 min; stronger effect = lower value. activity change, negative = inhibition, % at 57.5 µM. hit rate 0.59% among 350,000. AID 1259400, 2018;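 active = activity change of -60% or lower, but not beyond a set lower limit; inconclusive = change between -60% and -40%, or beyond the set limit; inactive = change above -40%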; also: % is scaled to controls: 0 for no effect and ±100 for the full control effect
D1 antagonist: Antagonist of Human D 1 Dopamine Receptor: qHTS; D(1A) dopamine receptor (Homo sapiens), P21728; HEK293 TREx D1 cells, calcium flux, dopamine EC80; stronger effect = lower value; activity change, negative = inhibition, % at 10 µM; hit rate 3.2% among 360,000; AID 504652, 2011; in the data active = activity change below about -30%; also: % is scaled to controls: 0 for no effect and ±100 for the full control effect
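Calcium flux readout: force-coupled, inducible Hek293 Trex D1 line, cells induced overnight at 30 C with tetracycline, dye-loaded 30–90 min at RT. Antagonism scored against EC80 dopamine challenge given 180 s after compound.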
D2 potentiator: HTS Assay for Positive Allosteric Modulators of the Human D2 Dopamine Receptor: Primary Screen for Potentiators; potentiation, % at 10 µM; HEK293 T-REx D2, calcium flux, EC20 dopamine potentiation; AID 485347, 2010; hit rate 0.34% among 340,000; D(2) dopamine receptor (Homo sapiens), P14416;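 active = potentiation over 3 SD above the plate norm, cut at about 30% in these data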; also: 0% is about no effect
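Potentiation of an EC20 dopamine calcium response is measured in a force-coupled, tetracycline-inducible Hek293 Trex D2 line. Compound-only kinetic reads over 180 s flag agonists before dopamine addition.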
* = called active by the depositor; ? = inconclusive; nt = not tested or not shown.

SMILES	D2 potentiator	TRHR PAM	D2 antagonist	D2 ag	D1 antagonist	D1 PAM	D1 agonist	RXFP1 ag	RXFP1 antagonist
C=CCSc1n[nH]c(-c2ccc(OC)cc2)n1	nt	2	0	-1.0	5	-6	3	-2.5%	1
O=C(Cc1ccsc1-c1ccccc1)NO	-2	4	10	0.4	2	-4	6	1.6%	1
O=C(Oc1ccc2ccc(=O)oc2c1)c1ccco1	-1	-3	8	-0.1	-9	5	3	11%	0
O=c1c(C/C=C/c2ccccc2)c(O)nc2n1CCCS2	6	1	13	-0.7	-3	-1	2	1.5%	8
Nc1ccc2nc3c(=O)[nH]c(=S)[nH]c3nc2c1	1	0	13	29	-8	-6	108*	6.8%	?
COC(=O)c1ccc(NC(=O)Nc2ccc(OC)c(OC)c2)cc1	-3	4	-19	0.9	-17	-10	8	-1.4%	-2
COc1ccc(C)cc1NC(=O)c1nnn(-c2c(C)cccc2C)c1C	2	1	nt	0.6	6	-2	-1	-4.7%	-16
Cc1ccc2[nH]c(CSc3nnc(NC(=O)COc4ccccc4C)s3)cc(=O)c2c1	2	0	nt	10	-6	-3	0	0.3%	2
O=C(Cc1ccccc1Cl)N/N=C/c1cccnc1	15	10	2	-0.1	-4	-2	3	0.6%	-4
N/C(=N\OC(=O)c1ccc(F)cc1)c1nonc1N	11	8	-3	0.9	-16	-1	1	0.6%	-18
CSC1=NCCN1C(=O)c1cccs1	1	-1	-31	1.0	-20	4	0	-0.9%	nt
O=c1c2ccccc2nc2sc(Nc3cccc(Cl)c3)nn12	-8	2	-6	0.4	nt	-2	-3	?	nt
O=C(Nc1ccc([N+](=O)[O-])cc1)c1ccccc1F	-7	-3	11	-1.0	-17	-9	2	-0.4%	-18
Cc1c(Cc2ccccc2)c(=O)oc2c(C)c(OCC(=O)Nc3ccc(C#N)cc3)ccc12	0	5	-7	1.7	-7	-6	3	8.4%	8
Clc1ccc(-n2nnnc2-c2cnc3ccccc3c2-c2ccccc2)cc1	2	-4	-2	1.1	-2	-7	1	2.9%	-21
COc1ccc(CCNS(=O)(=O)c2cc3c4c(c2)CCN4C(=O)CC3)cc1	-3	2	-5	3.1	0	0	6	3.4%	-9
COCCNC(=O)Cn1cc2c(n1)CCC(C)C2 (stereo not drawn)	0	-1	-4	0.4	14	nt	1	0.3%	-5
Oc1ccc2oc3c(c2c1C=NCc1ccncc1)CCCC3	0	-2	7	-0.5	9	4	5	1.3%	8
COc1ccc(-c2nn(-c3ccccc3)cc2/C=C\C(=O)N2CCOCC2)cc1[N+](=O)[O-]	26	-3	1	1.7	-1	-4	0	0.4%	-4
CC(=O)N1C(=O)C2(Nc3ccccc3N2)c2ccccc21	20	6	34*	-0.4	-5	13	0	0.4%	-6

The list goes on.
SMILES	D2 potentiator	TRHR PAM	D2 antagonist	D2 ag	D1 antagonist	D1 PAM	D1 agonist	RXFP1 ag	RXFP1 antagonist
O=S(=O)(Nc1ccc(Br)cc1)c1cccc2cccnc12	8	-4	-1	-0.5	-6	1	5	4.2%	5
CCCC(=O)NC(Nc1ccccc1OC)C(Cl)(Cl)Cl (stereo not drawn)	-12	3	-14	0.1	-13	-3	1	1.9%	8
CC1Oc2ccccc2OC1(O)c1ccc2ccccc2n1 (stereo not drawn)	4	-7	4	4.6	-2	0	5	-2.1%	-6
COc1cccc(C(=O)C2CCCN(CC3=Cc4cc(OC)ccc4OC3)C2)c1 (stereo not drawn)	-3	-4	-11	0.5	-12	-5	4	0.2%	-5
O=C(Nc1nncs1)c1ccc(S(=O)(=O)c2ccccc2)cc1	nt	0	nt	nt	15	5	4	0.4%	-3
O=C(Nc1cccc(-n2cnnn2)c1)c1cccnc1	5	4	-5	0.9	1	0	1	0.4%	14
O=C(CN1CCN(S(=O)(=O)c2ccc(F)cc2)CC1)NCC1(N2CCOCC2)CCCCC1	-2	4	-15	-0.4	15	-8	0	1.8%	-16
CC12CCC(C(=O)O)(c3nc(C#N)c(C#N)nc31)C2(C)C (stereo not drawn)	-6	3	-19	0.4	-17	-7	0	0.5%	-3
O=C(Nc1ccccc1F)c1ccccc1-c1ccc(C(F)(F)F)cc1	8	-2	20	1.1	-10	-4	-2	4.4%	-6
Cc1ccc(NC(=O)C(c2ccccc2)N2CCN(CC(=O)N3CCOCC3)CC2)cc1Cl (stereo not drawn)	15	5	-5	0.4	21	2	1	0.9%	8
CN(C)c1ccc(-n2cccc2)cc1	4	13	-1	-1.6	-5	6	2	-3.5%	2
COc1ccc(Br)cc1CN1CCN(C(=O)c2ccco2)CC1	nt	-3	nt	nt	7	-7	2	-0.9%	-11
C/C(=N\NS(=O)(=O)c1c(C)cc(C)cc1C)c1ccncc1	-3	-4	-1	0.2	-6	1	1	0.0%	8
CCn1cc(C(=O)O)c(=O)c2cc(F)c(N3CCN(C(=S)NC(=O)c4cc(OC)cc(OC)c4)CC3)cc21	-13	4	-5	-0.5	11	5	0	0.2%	-12
Cc1ccccc1N1OC2C(=O)N(c3ccc(F)cc3)C(=O)C2C1c1ccccn1 (stereo not drawn)	nt	5	-5	-1.9	-7	-3	0	1.5%	-19
N#C/C(=C1\C(=O)Nc2c(Cl)cc(Cl)cc21)c1nnc2n1CCCCC2	nt	17	nt	nt	46	12	8	-0.6%	8
c1ccc(CSc2ncn(-c3ccccc3)n2)cc1	-5	-5	26	-0.4	-22	-3	3	1.0%	-19
CC(=O)c1nnn(-c2nc(N3CCCC3)nc(N(c3ccccc3)c3ccccc3)n2)c1C	1	45*	-12	0.6	14	1	1	-0.9%	-7
CC(c1ccccc1)n1cc(C(=O)NCc2ccncc2)nn1 (stereo not drawn)	-12	-8	-26	-0.1	-11	-5	1	2.4%	2
CC(=O)N1CCc2c(sc3nc(SCC(C)C)n(-c4ccc(C)c(Cl)c4)c(=O)c23)C1	-1	8	nt	-0.3	50	18	4	-0.7%	nt

Not a retest: 3 of the compounds above.
SMILES	D2 potentiator	TRHR PAM	D2 antagonist	D2 ag	D1 antagonist	D1 PAM	D1 agonist	RXFP1 ag	RXFP1 antagonist
COc1ccc(Br)cc1CN1CCN(C(=O)c2ccco2)CC1	nt	-3	nt	nt	7	-7	2	-0.9%	-11
C/C(=N\NS(=O)(=O)c1c(C)cc(C)cc1C)c1ccncc1	-3	-4	-1	0.2	-6	1	1	0.0%	8
CCn1cc(C(=O)O)c(=O)c2cc(F)c(N3CCN(C(=S)NC(=O)c4cc(OC)cc(OC)c4)CC3)cc21	-13	4	-5	-0.5	11	5	0	0.2%	-12

(further entries)
SMILES	D2 potentiator	TRHR PAM	D2 antagonist	D2 ag	D1 antagonist	D1 PAM	D1 agonist	RXFP1 ag	RXFP1 antagonist
O=C/C(=C\Nc1ccc(Br)cc1)c1nc2ccccc2o1	6	-2	-3	0.5	-5	-5	4	1.1%	-16
CCOc1ccc(NC(=O)CSc2oc(-c3ccc(C)cc3)nc2S(=O)(=O)c2ccc(C)cc2)cc1	12	8	nt	1.0	15	0	44*	2.2%	-9
Cc1cn(S(=O)(=O)c2cc(Br)ccc2Br)cn1	-2	0	-14	0.7	6	-1	4	2.9%	nt
Cc1ccc(S(=O)(=O)Nc2cc(-c3ccc(Cl)cc3)nn2C)cc1	-3	4	-3	0.2	-20	-4	1	4.9%	-7
Cc1nc(C#N)c(N/N=C/c2c(F)cccc2Cl)o1	-4	-4	-11	-0.2	12	-6	-1	-0.2%	nt
Cc1cccc(NC(=O)C2CCCC2)c1	7	1	-10	0.5	-7	6	-1	-4.2%	7
CCCCc1cc(=O)oc2cc(OC(C)C(=O)NCc3ccccn3)c(Cl)cc12 (stereo not drawn)	-12	3	-16	0.4	2	-5	-1	-1.2%	-5
CC(=O)Nc1ccc(C(=O)OCC(=O)N(C)C2CCCCC2)cc1	-7	-4	6	0.2	25	-3	-2	3.0%	-15
CCOC(=O)c1ccc2c(c1)nc(SC(C)C(=O)NCC1CCCO1)n2CC (stereo not drawn)	9	-1	1	0.3	-4	-5	1	0.2%	4
CN1CCN(CCCNC(=O)c2ccc(/C=C3/Sc4ccccc4N(Cc4cccc(Cl)c4)C3=O)cc2)CC1	4	7	-10	1.6	-21	-9	6	3.9%	-11
CCN(CC)CCNC(=O)C(=O)NCC1OCCN1C(=O)c1ccc2c(c1)OCO2 (stereo not drawn)	6	-5	-2	0.5	-7	-4	0	0.0%	nt
CCc1cccc(NC(=O)COC(=O)/C=C/c2cccs2)c1	-7	22	31*	-0.3	8	-5	13	0.8%	-20
C#CCOCCOCCOCCNc1nc(N2CCN(C(=O)[C@H]([C@@H](C)CC)n3cc(CCCN=C(N)N)nn3)CC2)nc(N2CCN(C(=O)[C@H](CCCCN)n3cc(CCCC)nn3)CC2)n1	2	-2	5	0.3	-14	-1	-1	0.2%	nt

Compound activity from PubChem BioAssay.

This is a subset (hit frequency here may not be typical).
